Screening results deposited in PubChem by several laboratories.
L major viab = Leishmania major promastigote growth inhibition, primary screen | Leishmania major promastigotes, resazurin fluorescence viability | AID 1063, 2008 | actives 9% (n = 200,000) | inhibition, % at 10 µM;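 note: promastigotes grown with compound for 44 hours at 28 °C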
Hsp70 act = Hsp70 transcriptional activators, primary screen, cell-based, HeLa, Hsp70 promoter luciferase, luminescence, 10 µM | AID 1203, 2008 | HeLa Hsp70 promoter luciferase reporter; scaled: vehicle 0, proteasome-inhibitor control 100% | activation, % at 10 µM | actives 0.04% (n = 200,000);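 active = activation above the mean across all tested compounds plus 3 SD, cutoff set per campaign, cut at about 5.5% in these data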;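 note: 100% = MG132 at 30 µM as the positive control and 0% = DMSO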
PMI act hi M6P = human PMI activators, high substrate, primary screen, biochemical, fluorescence intensity, near-saturating mannose 6-phosphate. Mannose-6-phosphate isomerase (Homo sapiens), P34949. actives 0.34% (n = 190,000). activation factor at 20 µM. AID 1216, 2008. coupled PMI enzyme assay, resazurin fluorescence, 20 min; hits give high values; 1 = untreated enzyme, 0 = substrate-free blank;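 active = activation factor of 2 or more at 20 µM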
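Material: human phosphomannose isomerase with PGI, G6PDH, diaphorase coupling enzymes; amount: PMI at 15 ng/mL final; also added: Mannose-6-phosphate 1.0 mM (near-saturating) plus 0.22 mM NADP+; incubation: enzyme reaction with compound 20 min at room temperature; signal: resorufin fluorescence (Ex 544/Em 590 nm) from resazurin via diaphorase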
G6PDH counter = L. mesenteroides G6PDH inhibitors, counter-screen for G6PDH-coupled screening assays, biochemical, Leuconostoc mesenteroides enzyme. glucose-6-phosphate dehydrogenase [Leuconostoc mesenteroides]. Purified L. mesenteroides G6PDH, diaphorase/resazurin coupled fluorescence, 45 min. inhibition, % at 5 µM. actives 0.12% (n = 200,000). AID 1020, 2008
S1P3 antag = S1P3 receptor antagonists, primary screen, cell-based; inhibition, % at 4.98 µM; actives 0.27% (n = 170,000); AID 485, 2006; Sphingosine 1-phosphate receptor 3 (Homo sapiens), Q99500; CHO S1P3 NFAT-BLA reporter, FRET fluorescence, antagonist mode;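 active = inhibition above the plate cutoff, the mean inhibition of test wells on that plate plus 3 SD, cut at about 28% in these data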;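 note: cells challenged with S1P at its EC80 of 0.8 µM; blue over green emission ratio from cleaved BLA substrate after 4 h stimulation; 0% = S1P-stimulated wells and 100% = unstimulated DMSO-only wells; some compounds past the cut are filed as inactive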
Diaph inh CS = diaphorase inhibitors and chemical oxidizers, primary screen, counter-screen for diaphorase-coupled primary assays, biochemical, uHTS, resorufin fluorescence; diaphorase resazurin-to-resorufin fluorescence, NADH, 16 min; bacterial (C. kluyveri) enzyme, not human; inhibition, % at 20 µM; actives 0.69% (n = 190,000);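 active = primary screen inhibition at 20 µM above a set limit, cut at about 50% in these data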;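 note: plate controls were DMSO with full reaction for no effect and wells lacking NADH for full effect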
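Assay system: diaphorase enzyme from Clostridium kluyveri. Quantity: enzyme working solution with 0.14 U/mL diaphorase. Schedule: reaction incubation of 16 min at room temperature. Technique: resorufin fluorescence, excitation 544 nm, emission 590 nm. Controls: No-NADH positive control and DMSO neutral control.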
Diaph act CS = compounds boosting diaphorase resazurin reduction – biochemical, uHTS, resorufin fluorescence, counter-screen for diaphorase-coupled primary assays, primary screen; activation factor at 20 µM; Diaphorase/resazurin coupled assay, 16 min; hits give high values; 1 = vehicle wells, 0 = NADH-free wells; actives 0.005% (n = 190,000);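 active = diaphorase activity raised at least twofold by the compound at 20 µM; inactive = activation factor below 2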
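Material: bacterial diaphorase enzyme (C. kluyveri); amount: enzyme 0.07 U/mL final; reagent: NADH substrate 0.114 mM plus resazurin dye 0.1 mM, final; doses: single compound dose of 20 µM, 1% DMSO final; timing: 16 min enzyme reaction, ambient temperature; measured by: fluorescence of resorufin, 544 nm excitation, 590 nm emission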
DTT redox prof = compounds producing H2O2 with reducing agent – biochemical, NIH compound library profiling, artefact control for MLSCN library redox annotation, primary screen. DTT-dependent redox cycling H2O2, phenol red/HRP absorbance; 100% = 100 µM peroxide control, 0% = buffer. activation, % at 10 µM. actives 0.03% (n = 200,000). AID 878, 2007;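 active = activation of at least 50% relative to the plate's high and low controls in the primary single-dose screen; inactive = activation below 50%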;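 note: compound incubated with DTT at 0.8 mM final as the reducing agent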
PMI activator = activators of human PMI, primary screen, biochemical, fluorescence intensity, near-Km mannose 6-phosphate; purified human PMI, coupled resazurin fluorescence, 20 min; hits give high values; 1 = vehicle control, 0 substrate-free wells; actives 0.005% (n = 190,000); activation factor at 20 µM;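 active = activation factor of 2 or more at 20 µM, relative to plate controls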
RAM network inh = inhibitors of the yeast RAM network, primary screen, dse1pr::URA3 reporter, 5-FOA selection; actives 1.8% (n = 190,000); S. cerevisiae dse1pr::URA3 reporter, 5-FOA growth OD615, 2 d; analog-sensitive cbk1-as2 kinase mutant strain; inhibition, % at 50 µM;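 active = inhibition above a set limit, 3 SD over mean compound inhibition, cut at about 8.4% in these data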;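 note: 0% = DMSO-only wells with no growth and 100% = 10 µM 1-NA-PP1 full growth; inhibition rescues growth on 5-FOA so higher OD means more RAM inhibition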
TLR4-MyD88 BLA = inhibitors of TLR4-MyD88 association in cells, primary screen, cell-based, HeLa CL3-4, BLA complementation, FRET ratio | HeLa CL3-4 TLR4/MyD88 BLA complementation | inhibition, % at 8.4 µM | actives 0.18% (n = 200,000); in the data active = inhibition above about 25%;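 note: 0% = vehicle and 100% = reference inhibitor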
Target sequence (O00206 whole entry, looked up): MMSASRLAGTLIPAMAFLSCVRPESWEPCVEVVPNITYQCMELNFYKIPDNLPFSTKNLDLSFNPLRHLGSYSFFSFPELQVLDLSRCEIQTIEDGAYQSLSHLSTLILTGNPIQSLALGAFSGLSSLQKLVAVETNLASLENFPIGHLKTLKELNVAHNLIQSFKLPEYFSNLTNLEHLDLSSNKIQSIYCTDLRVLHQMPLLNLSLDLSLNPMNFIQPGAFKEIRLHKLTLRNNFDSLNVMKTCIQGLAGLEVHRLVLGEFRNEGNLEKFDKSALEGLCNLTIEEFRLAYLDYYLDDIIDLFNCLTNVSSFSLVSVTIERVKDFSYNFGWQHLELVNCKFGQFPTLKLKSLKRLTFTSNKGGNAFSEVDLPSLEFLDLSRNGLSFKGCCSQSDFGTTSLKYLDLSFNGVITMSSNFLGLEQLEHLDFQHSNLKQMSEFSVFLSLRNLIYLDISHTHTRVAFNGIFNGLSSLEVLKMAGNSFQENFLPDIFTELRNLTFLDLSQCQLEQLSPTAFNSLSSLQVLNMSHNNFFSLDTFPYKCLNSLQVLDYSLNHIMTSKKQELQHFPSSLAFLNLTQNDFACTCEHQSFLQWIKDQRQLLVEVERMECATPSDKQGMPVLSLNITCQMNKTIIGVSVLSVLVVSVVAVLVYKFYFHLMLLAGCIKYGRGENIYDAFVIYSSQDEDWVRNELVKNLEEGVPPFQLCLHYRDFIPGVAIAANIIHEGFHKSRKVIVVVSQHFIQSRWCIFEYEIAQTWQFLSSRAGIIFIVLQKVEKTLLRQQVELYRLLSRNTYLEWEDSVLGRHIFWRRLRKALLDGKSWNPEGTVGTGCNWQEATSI
Target sequence (Q99836 whole entry, looked up): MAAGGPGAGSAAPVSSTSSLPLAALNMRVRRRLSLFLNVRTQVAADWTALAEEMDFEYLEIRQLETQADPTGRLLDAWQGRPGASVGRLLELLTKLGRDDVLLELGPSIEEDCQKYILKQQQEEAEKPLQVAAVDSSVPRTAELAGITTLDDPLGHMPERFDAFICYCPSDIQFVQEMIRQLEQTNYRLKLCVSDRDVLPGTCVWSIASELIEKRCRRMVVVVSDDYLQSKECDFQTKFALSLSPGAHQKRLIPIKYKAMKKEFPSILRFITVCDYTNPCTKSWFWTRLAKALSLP
* = called active by the depositor; · = no result given. Cut-off read from the data, not from the text of the source, unless noted: active = inhibition above about 50%; inactive = the rest. The order is random (roughly 12% active in at least one column).

Structure	TLR4-MyD88 BLA	L major viab	RAM network inh	Hsp70 act	Diaph act CS	PMI activator	S1P3 antag	Diaph inh CS	DTT redox prof	PMI act hi M6P	G6PDH counter
COc1ccc(N(CC(=O)NC2CCCCC2)C(=O)CNC(=O)c2ccco2)cc1OC	4.3	-8.1	0.7	-0.3	0.9	1	·	7.0	0.6	1	0.3
Cc1cc(C(=O)NNC(=S)Nc2ccccc2C)cs1	-2.7	-2.4	1.6	-0.1	1	0.3	-9.0	-1.8	-0.1	1	0.1
COc1ccc(C(c2nnnn2C(C)(C)C)N2CCN(c3nc4ccccc4s3)CC2)cc1OC (stereo unspecified)	5.9	36.0	0.2	-0.2	0.8	0.9	16.0	17.6	-1.8	0.9	1.6
Cc1cccc(-n2c(C)cc(C=C(C#N)C#N)c2C)c1	-9.5	62.0*	3.1	-0.3	0.9	0.8	-7.4	5.2	0.4	0.9	10.5
COc1ccc(Cl)cc1Nc1nc(N2CCCC2)nc(N2CCCC2)n1	·	·	·	·	1	1.1	-9.4	3.0	·	1.1	0.0
O=C1N(CCCN2C(=O)C3(OCCO3)c3ccccc32)c2ccccc2C12OCCO2	-13.3	10.7	2.1	0.1	0.9	1	-16.9	11.1	-0.1	1	2.7
Cc1cc2nc(CCN(C(=S)NCC3CCCO3)C3CCCC3)[nH]c2cc1C (stereo unspecified)	-1.4	22.6	0.7	-0.4	0.9	0.9	4.2	5.3	-0.1	1	-0.9
C=CCn1c(COc2ccccc2F)nnc1SCC(=O)Nc1cc(C)on1	5.0	-5.3	4.3	-0.1	1.1	1	-5.1	-14.2	-0.7	1	7.5
COc1ccccc1NC(=O)C1=C(C)Nc2nnnn2C1c1ccncc1 (stereo unspecified)	-3.5	38.0	0.5	-0.2	0.8	1	-3.9	20.5	2.6	1	-5.0
O=[N+]([O-])c1ccc(/C=N/Nc2ncc(-c3ccccc3)cn2)cc1	8.7	-8.2	0.6	-0.5	1	1	2.2	0.0	0.2	0.9	8.5
Cc1ccc(CNC(=O)c2cc3c(=O)n4ccccc4nc3n(CC3CCCO3)c2=N)cc1 (stereo unspecified)	-11.9	14.3	0.9	-0.3	1	0.9	·	4.6	-1.4	1	-28.0
CCSc1nnc(NC(=O)C2C3CCC(C3)C2C(=O)O)s1 (stereo unspecified)	-1.5	-8.8	-0.4	-0.2	0.9	0.9	7.8	11.8	-0.4	0.9	6.5
COC(=O)C(C)N(c1ccc(C)cc1)S(=O)(=O)c1c(C)[nH]c(=O)[nH]c1=O (stereo unspecified)	-4.5	-1.2	1.6	-0.5	0.9	1	·	10.8	0.6	1	-4.2
Cn1cc(-c2ccc(Cl)cc2)cc(C#N)c1=O	4.2	-4.3	1.3	-0.2	0.9	0.9	-6.8	8.9	-0.4	0.9	-0.4
Cc1ccccc1NC(=S)N(C)Cc1cn(C)c2ccccc12	-2.3	63.1*	1.8	-0.4	0.9	0.9	-2.1	5.9	-0.1	1	5.1
CCN(CCCNS(=O)(=O)c1ccc2c(c1)CCN2C(C)=O)c1cccc(C)c1	-17.0	5.4	0.7	-0.4	0.8	0.8	-17.3	21.7	-0.5	0.7	2.3
CCCC(=O)n1nc(-c2ccc(Cl)cc2)nc1SC	-7.3	-5.6	3.0	0.0	0.9	1	-2.2	9.0	2.2	1	-11.3
CC(=NC(C)C)C1=C(O)C(C)OC1=O (stereo unspecified)	-19.6	74.6*	3.8	-0.6	1	1.1	-5.7	1.3	0.0	1.1	-0.3
COc1cc(-n2c(N)c(C(=O)NCc3ccco3)c3nc4ccccc4nc32)cc(OC)c1OC	-3.8	11.7	11.0*	-0.2	0.9	1	-2.9	5.0	1.4	0.9	0.5
O=C(c1ccccc1F)N1CCC(O)(c2cccnc2)CC1	-9.6	-3.2	3.5	-0.2	0.9	1	-35.6	5.0	0.0	1	-0.5

Filtered by structure: those above with a furan ring, fused or not.
Structure	TLR4-MyD88 BLA	L major viab	RAM network inh	Hsp70 act	Diaph act CS	PMI activator	S1P3 antag	Diaph inh CS	DTT redox prof	PMI act hi M6P	G6PDH counter
COc1ccc(N(CC(=O)NC2CCCCC2)C(=O)CNC(=O)c2ccco2)cc1OC	4.3	-8.1	0.7	-0.3	0.9	1	·	7.0	0.6	1	0.3
COc1cc(-n2c(N)c(C(=O)NCc3ccco3)c3nc4ccccc4nc32)cc(OC)c1OC	-3.8	11.7	11.0*	-0.2	0.9	1	-2.9	5.0	1.4	0.9	0.5

Going on with the list:
Structure	TLR4-MyD88 BLA	L major viab	RAM network inh	Hsp70 act	Diaph act CS	PMI activator	S1P3 antag	Diaph inh CS	DTT redox prof	PMI act hi M6P	G6PDH counter
Cc1ccc(CN2CCN(Cc3cn[nH]c3-c3ccccc3)CC2CCO)o1 (stereo unspecified)	2.3	-4.2	0.5	-0.2	0.9	1	-8.3	9.1	0.3	1	11.9
CC(=O)c1coc2c1cc(O)c1ccccc12	9.8	-8.7	4.3	0.0	0.8	0.9	·	18.8	0.0	1	27.6
COC(=O)Nc1ccc(S(=O)(=O)N2CCCCC2C(=O)NCc2ccco2)cc1 (stereo unspecified)	3.9	3.4	0.7	-0.3	0.9	1	·	8.7	0.3	1	3.6
Cc1sc2ncnc(NC(C)C(=O)O)c2c1C (stereo unspecified)	7.2	-5.2	-0.1	-0.3	0.8	0.9	-6.9	24.7	0.2	0.9	4.7
CCC(=O)OCCNc1cc(Sc2nc3ccccc3s2)c2nonc2c1[N+](=O)[O-]	10.2	44.1	2.7	-0.2	0.4	0.8	·	58.3*	1.0	1	21.2
Cc1cc2ccccc2nc1SCC(=O)NC1CCCC1	-11.4	14.3	-1.2	-0.3	1	1	-3.2	2.9	0.0	1	1.8
FC(F)(F)c1cccc(NCc2cn3cccnc3n2)c1	8.3	4.7	0.5	-0.3	1	1	-25.4	0.0	0.8	1	12.5
COc1ccc(NC(=O)CSc2nnc(-c3ccccc3)n2Cc2ccco2)cc1OC	-1.6	35.1	1.9	-0.5	0.9	1	·	9.3	-0.4	1	2.2
Cc1ccc(C(=O)Nc2ccccc2C(N)=O)o1	10.7	0.5	2.9	-0.4	1	1	-2.9	3.9	0.2	1	1.0
COc1ccc(C(C#N)c2ccc(=O)[nH]n2)cc1 (stereo unspecified)	-16.8	-4.1	1.1	0.1	0.8	0.9	-2.3	18.9	0.0	0.9	6.9
CCOC(=O)CSCC(=O)Nc1cc(C)ccc1C	0.2	-3.5	0.9	-0.1	0.9	0.9	20.8	8.6	0.7	1	7.7
O=S(=O)(c1ccc(F)c(F)c1F)N1CCN(C(=S)NCc2ccccc2)CC1	4.8	-0.8	2.4	0.1	1.1	1.1	14.5	-5.1	-0.6	1	6.6
CCCCc1n[nH]c(=S)n1Cc1ccc(Cl)cc1	-2.5	-3.2	1.1	-0.1	0.9	1	-10.4	6.5	-0.1	1	1.4
COc1ccccc1-n1c(=O)c(C#N)c(-c2ccc([N+](=O)[O-])cc2)c2cc(C(=O)c3cc(F)ccc3O)cnc21	2.4	46.3	5.4	-0.2	0.7	0.9	7.2	34.4	-0.1	0.9	9.0
CCc1nnc(NC(=O)CSc2nnc(CCc3nc4ccccc4[nH]3)n2C)s1	-3.9	-6.0	-0.3	0.3	0.8	1	-34.5	18.6	3.0	1	1.6
CC(C)(C)OC(=O)NCCc1nnc(SCc2c(Cl)cccc2Cl)o1	-0.4	13.4	2.8	0.0	0.9	0.9	·	12.8	0.0	1	7.8
COc1ccc(C)cc1NC(=O)CCC(=O)Nc1ccc2nc(N3CCN(C)CC3)cc(C)c2c1	4.1	91.0*	0.3	-0.3	1	0.8	8.9	3.6	-0.3	0.9	-36.5
CCC(CC)NC(=O)Nc1ccc(F)cc1F	6.8	0.3	1.1	-0.2	0.9	0.9	-19.4	10.4	0.0	1.1	16.7
CCCc1cc(=O)[nH]c(=S)[nH]1	-3.5	-4.8	2.2	0.0	0.8	1	-6.6	16.6	-0.8	1	19.7
CCOC(=O)c1ccc(NC(=O)COc2ccc(CNC3CCCCC3)cc2OC)cc1	2.4	93.7*	-0.3	-0.3	1	0.9	-11.1	1.9	-0.7	1	-0.1
